Screening results (PubChem)
HSF1 activator: increases HSF-1 driven luciferase reporter signal; NIH3T3-HGL HSF-1 luciferase reporter, MG132, 8 h; 100% = twice DMSO control signal; activation, % at 9 µM; 1.7% of 300,000 active;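 active = mean replicate activation of at least 50% with a set share of replicates each reaching 50%; inconclusive = only one of those two conditions met; inactive = mean below 50% and too few replicates reaching it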;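 also: 0% = median of the neutral control wells and 100% = twice that signal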
HSF1 inhib: HSF1 inhibition | activity change, negative = inhibition, % at 7.5 µM (by protocol) | 0.77% of 300,000 active | NIH3T3-HGL HSE-luciferase, MG132-induced, luminescence 8 h; hits give low values;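 active = more than half of replicate wells show activity change below -50%, luminescence cut by over half; inconclusive = some wells, but at most half, below -50%; inactive = no replicate well below -50%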;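 also: luciferase reports HSF-1 transcriptional activity via heat shock element; 0% = median of DMSO wells and -100% = zero luminescence signal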
AI-2 QS mod: modulators of Vibrio harveyi AI-2 quorum sensing system | Vibrio harveyi JMH597 AI-2 luminescence/OD600 ratio, 9 h; hits give low values; strain lacks LuxN and CqsS sensors; 0 = neutral-control median | 0.4% of 300,000 active | activity change, % at 7.5 µM; in the data active = activity change below about -75%, passing the limit was not always enough; inconclusive = no clear call, values can overlap the other calls;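 also: luminescence divided by OD600 gain over 9 h not by final OD600 alone; inactives centre near 13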
HDAC3 inhib: human HDAC3 inhibition | recombinant HDAC3, fluorogenic peptide/trypsin coupled, fluorescence | inhibition, % at 8.3 µM | 0.15% of 320,000 active | AID 2718; in the data active = inhibition above about 26%, passing the limit was not always enough; inconclusive = no clear call, values can overlap the other calls
Target sequence (O15379 whole entry, looked up): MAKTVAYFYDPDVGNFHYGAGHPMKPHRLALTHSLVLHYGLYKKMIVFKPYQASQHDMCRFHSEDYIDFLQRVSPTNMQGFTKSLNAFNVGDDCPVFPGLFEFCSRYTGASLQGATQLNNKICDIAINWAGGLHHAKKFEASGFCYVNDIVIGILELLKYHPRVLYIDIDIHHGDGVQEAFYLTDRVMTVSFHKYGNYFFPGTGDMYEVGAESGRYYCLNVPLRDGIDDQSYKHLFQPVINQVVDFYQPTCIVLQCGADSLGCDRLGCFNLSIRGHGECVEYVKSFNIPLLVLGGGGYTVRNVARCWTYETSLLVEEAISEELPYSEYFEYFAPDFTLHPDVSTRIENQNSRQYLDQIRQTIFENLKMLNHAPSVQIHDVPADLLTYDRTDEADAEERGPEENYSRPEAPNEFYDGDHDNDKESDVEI
KLF5 inhibitor: suppresses KLF5 promoter-driven expression | DLD-1 KLF5 promoter-luciferase reporter, luminescence | inhibition, % at 5 µM | 0.23% of 290,000 active;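 active = inhibition above a per-plate limit of that plate's mean compound inhibition plus 3 SD, cut at about 60% in these data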;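 also: 0% = DMSO wells and 100% = LY294002 at 200 µM; higher means less KLF5 promoter-driven luciferase light; inactives centre near -14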
Platelet DG rel: platelet dense granule release activity | AID 1663 | human platelet-rich plasma, SFLLRN dense granule ATP release, luminescence | inhibition, %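 (compounds screened at 7.5 µM in platelet-rich plasma)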 | 0.22% of 300,000 active;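 active = mean replicate score, as percent of positive control, at or above 50; inconclusive = mean below 50 but at least one replicate at or above 50; inactive = mean and every replicate below 50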
aSyn 5UTR inh: 5' untranslated region of α-synuclein, MLPCN primary screen. alpha-synuclein 5'UTR reporter, inhibitor activity. 0.82% of 300,000 active. inhibition, % (tested at 7.5 µM). AID 1813; in the data active = inhibition above about 60%; inconclusive = no clear call, values can overlap the other calls;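 also: H4 neuroglioblastoma cells stably carrying SNCA 5'UTR luciferase fusion; 0% = DMSO wells and 100% = positive control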
HSP90 refold inh: HSP90 refolding inhibition in rabbit reticulocyte lysate; luciferase refolding luminescence, 3 h; inhibition, % at 5.6 µM; AID 1789; 0.91% of 290,000 active;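 active = inhibition above the screen-wide mean plus 3 SD, computed separately per campaign, cut at about 16% in these data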;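 also: 0% = DMSO wells and 100% = 60 µM geldanamycin wells; inhibitors lower the luminescence because luciferase stays unfolded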
IEC-6 tox: counter-screen for KLF5 inhibitors: cytotoxicity in IEC-6 cells. IEC-6 cytotoxicity, luminescence viability. inhibition, % at 5 µM. 0.78% of 290,000 active; in the data active = inhibition above about 22%;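 also: 0% = plate median of test compound wells and 100% = cytotoxic reference compound wells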
HIF activator: HIF pathway transcriptional activation; AID 1910; U2OS HRE-luciferase reporter, luminescence; normalized: DMSO 0%, desferrioxamine 100%; activation, % at 7.5 µM (by protocol); 0.32% of 300,000 active;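 active = mean activation of at least 10% of the iron chelator positive control signal, with at least half of replicates also reaching 10%; inconclusive = mean and replicate majority disagree about reaching 10%; inactive = mean and most replicates under 10%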
Numbers without * were called inactive; ? = inconclusive; . = not tested or not shown.

SMILES	HSF1 activator	HSF1 inhib	AI-2 QS mod	HDAC3 inhib	KLF5 inhibitor	Platelet DG rel	aSyn 5UTR inh	HSP90 refold inh	IEC-6 tox	HIF activator
O=C(COc1ccc([N+](=O)[O-])cc1)NCc1ccncc1	-17	1	6	-1	-12	-2	-37	-2	0	0.2
O=C(Nc1cccc2ccccc12)OC1C=CS(=O)(=O)C1 (stereo unspecified)	-4	-5	2	1	-9	-1	-12	0	3	0.1
O=C1c2ccccc2C(=O)N1Cc1cc(-c2ccccc2)no1	-10	6	1	-1	-16	-2	3	0	5	-0.1
CC(C)N(Cc1cnn(C)c1)Cc1nc(Cc2ccccc2Cl)no1	19	2	-1	?	-22	0	1	4	7	0.1
CN(C)CCCNC(=O)c1ccc(-c2nc(-c3ccc(Cl)cc3)cs2)cc1	8	7	8	-3	-123	16	118*	-2	7	-6.6
O=C(N/N=C/C=C/c1ccco1)c1ccncc1	-1	3	-10	0	-33	19	-22	-3	-5	-0.9
CCOc1ccc(NC(=O)c2cccnc2C(=O)O)cc1	-67	-66*	14	-3	-28	-2	-109	-3	-4	0.0
COC(=O)C1=C(C)NC(=O)CC1c1cc(Br)ccc1F (stereo unspecified)	-2	2	15	-11	-21	-3	-4	4	6	2.0
Cc1ccc(S(=O)(=O)N/N=C/c2ccc(C(=O)O)cc2)cc1	10	8	12	3	-8	7	6	-1	0	0.2
COc1cc(C(=O)N/N=C/c2cn(Cc3cccc(F)c3)c3ccccc23)ccc1O	25	4	35	-9	-13	4	62*	-4	2	0.2
CN1CCC(NC(=O)c2cccc(Oc3ccccc3)c2)CC1	-19	2	-2	3	-18	-1	3	0	5	-0.2
COc1ccc(C(=O)COc2ccc(F)cc2)c(O)c1C	-1	0	24	5	-17	0	-13	1	2	0.0
Cc1cccc(NC(=O)Nc2ccc(F)cc2)n1	9	12	-8	1	-136	.	-91	-7	-2	1.8
O=c1c2ccccc2nnn1CSc1nnc(-c2ccc3c(c2)OCO3)o1	.	.	35	-2	-10	.	.	-3	-5	.
COC(=O)c1ccc2c(=O)n(CCN3CCOCC3)c(=S)[nH]c2c1	-16	-6	-9	1	-17	1	-7	-4	0	-0.4
Cc1cn(-c2cc(NC(=O)c3ccc(C)c(NC(=O)c4cccc(-c5cn[nH]c(=O)c5)c4)c3)cc(C(F)(F)F)c2)cn1	-25	-18	62	7	-25	3	38	-2	-2	-1.3
Cc1cc(=O)n2nc(N3CCC(C(=O)NCc4ccccc4F)CC3)sc2n1	4	-4	38	2	-20	11	3	-4	-2	0.6
Cc1cc(Cl)ccc1NC(=O)Cn1cncn1	-9	-1	9	0	-39	3	-14	0	-3	-0.1
COc1ccccc1C(=O)C1CCCN(C(=O)c2cc(CC(C)C)nc(C)n2)C1 (stereo unspecified)	-20	-14	31	-2	-19	-5	8	7	0	-0.2
CCCCn1c(=O)cc(O)c2ccccc21	-7	-2	2	6	-18	-2	3	1	8	-0.1
CCCCn1c(SCC(=O)NCc2ccco2)nc2ccccc2c1=O	-36	-24	-7	-3	-15	-5	12	-3	-1	-33
CC(C)(CO)CNC1CCCN(C2Cc3ccccc3C2)C1 (stereo unspecified)	-41	-33	18	2	-19	2	10	-4	-7	-11
CSc1ccccc1NC(=O)CSCc1ccc(Br)cc1	25	5	7	-13	7	2	29	5	5	0.0
CN1CCN(CCCNC(=O)c2ccc(/C=C3\Oc4ccccc4N(Cc4ccccc4F)C3=O)cc2)CC1	-7	4	-9	-74	-13	11	-4	4	5	-1.2
Cc1ccc(OCC(=O)Nc2cc(NC(=O)COc3ccc(C)c(C)c3)cc(C(=O)O)c2)cc1C	2	-3	.	0	-10	17	8	-3	1	-0.5
O=C(OCC1COc2ccccc2O1)c1c(F)cccc1F (stereo unspecified)	44	4	9	2	-21	-1	-16	1	0	0.5
CC(C)Oc1ccc2c(c1)OC(c1ccccc1)(C(F)(F)F)NC2=O (stereo unspecified)	?	21	10	.	-20	-5	-6	-1	-7	-2.5
COc1ccc(C(CNC(=O)COc2ccc(Br)cc2F)N2CCCC2)cc1 (stereo unspecified)	-1	6	7	3	-6	-4	14	-3	10	0.2
Cc1nc(Nc2ccc(Br)cc2Br)c([N+](=O)[O-])c(=O)[nH]1	-6	0	13	7	.	-1	-1	.	.	1.0
CCNC(=O)NC(=O)C(C)On1nnc2ccc(S(=O)(=O)N(CC)CC)cc21 (stereo unspecified)	6	4	-7	-5	-10	0	-8	-1	7	0.3
COc1ccc(N=C2NC(=O)/C(=C\C=C\c3ccco3)S2)cc1	124*	73	-10	.	-6	-5	-55	1	-9	0.0
CCOc1ccccc1C(c1c(C)n(C)n(-c2ccccc2)c1=O)c1c(C)n(C)n(-c2ccccc2)c1=O	-14	-5	9	-7	-12	3	9	5	11	0.4
COc1ccc(CCNC(=S)Nc2ccc(C)cc2C)cc1	19	11	5	2	-25	-1	-2	5	5	-0.4
CN(C)C(CNC(=O)CCCOc1ccccc1)c1ccco1 (stereo unspecified)	2	-6	2	1	-13	8	-52	2	-2	1.7
COc1ccccc1NC(=O)CCS(=O)(=O)c1ccc2c(c1)NC(=O)C(C)S2 (stereo unspecified)	-2	-1	.	2	-22	5	8	0	2	0.0
Cc1cc(=O)oc2c(C)c(OC(C)C(=O)NCCCN3CCCC3=O)ccc12 (stereo unspecified)	-16	3	24	-7	3	-6	-2	2	4	0.2
O=C1CN(CC(=O)NC2CCCc3ccccc32)CCN1 (stereo unspecified)	14	2	23	-1	-17	2	-4	3	1	0.0
CCN(CC)C(=O)Cn1nc(-c2ccc(Cl)cc2)c2ccccc2c1=O	-6	0	16	-6	-34	-4	-2	1	0	-0.1
C=CCNC(=O)c1onc(CSc2cc(C)cc(C)c2)c1C(=O)O	-6	2	29	-3	-30	-13	-16	-8	-1	-9.8
COc1cccc(CN2CCN(Cc3ccon3)CC2CCO)c1 (stereo unspecified)	7	1	18	3	19	-1	-6	1	-3	-0.1
c1ccc(CSCc2cn3ccccc3n2)cc1	48	22	-4	-5	-174	-3	-135	5	16	1.3
CCOC(=O)/C(=C/C1=CC(=C/N(C)C)/C(=O)O1)C(C)=O	8	-7	17	7	21	-4	2	4	2	-0.7
COC(=O)CCCC(=O)N1CCCC(C(=O)c2ccc(OC)cc2C)C1 (stereo unspecified)	.	.	12	7	-21	-6	7	2	0	1.1
Cc1ccc(OCCNC(=O)/C=C/c2ccccc2)cc1	-27	-5	18	2	-3	1	-23	0	3	1.6
Cc1ccc(OCC(=O)NCCCNC(=O)c2ccc(C)nc2)cc1	3	-1	32	3	-9	16	20	4	3	0.3
COC(=O)C(Cc1ccc(O)cc1)NC(=O)CCOc1ccc(OC)cc1 (stereo unspecified)	-7	-3	22	4	-32	0	-11	-1	-3	-1.0
Cc1ccc(C(=O)NNC(=O)c2nn(-c3ccc(F)cc3)ccc2=O)cc1	12	-4	14	4	18	15	-14	2	0	1.2
O=C(/C(=N/N=C/c1ccc(O)c(O)c1)c1ccccc1)c1ccccc1	90*	36	74	9	-24	5	4	-3	-4	-0.5
COc1cc(NS(=O)(=O)c2ccc(NC(=S)NC(=O)c3ccc(Br)cc3)cc2)ncn1	3	-4	33	3	-22	-1	-18	2	1	-0.1
O=C1Nc2ccccc2O/C1=C\c1c(F)cccc1Cl	12	2	10	-9	-32	3	-6	1	8	0.6
O=C(NCCCN1CCCCC1)C1CCC(=O)N1CCc1ccccc1 (stereo unspecified)	-3	-2	14	-8	-13	12	-7	-2	-3	-0.6
O=C(CSc1nnc(Cc2cc(=O)[nH]c(=O)[nH]2)n1-c1ccc(Cl)cc1)NCC1CCCO1 (stereo unspecified)	.	.	.	2	-5	.	.	-2	4	.
COc1ccc(S(=O)(=O)N2CCCCCC2)cc1N(C)S(=O)(=O)c1ccccc1	2	-3	12	2	-6	-4	-3	0	2	-0.9
COC(=O)c1cc(S(=O)(=O)N2CCN(c3ccc(C(C)=O)cc3)CC2)cn1C	7	2	19	-3	-18	0	-24	-2	-7	0.5
Cc1cccc(Cl)c1OCCCCn1ccnc1	-6	-7	-3	1	-14	2	-41	4	-5	0.3
CC(C)(C)CN1C(N)=NC[C@@H]1c1ccccc1	25	5	-3	-7	.	-3	15	.	.	-0.2
CCCOc1cccc(C(=O)NCCCNC(=O)c2cccnc2)c1	3	2	34	-3	-40	15	10	4	-2	-0.2
CC1(C)N=C(N)N=C(N)N1c1ccc(OCCCOc2ccccc2)c(Cl)c1	-1	1	30	3	77*	7	78*	-1	82*	-1.9
COc1ccc(/C=N/NC(=O)c2cccc(O)c2)cc1Cn1nc(C)c([N+](=O)[O-])c1C	-6	3	36	8	-17	-9	9	-2	3	1.7
CCOc1cc(C(c2c(C)[nH][nH]c2=O)c2c(C)[nH][nH]c2=O)ccc1OCc1ccc([N+](=O)[O-])cc1	129*	95	18	-8	-7	1	-10	2	2	1.2
(next part)
SMILES	HSF1 activator	HSF1 inhib	AI-2 QS mod	HDAC3 inhib	KLF5 inhibitor	Platelet DG rel	aSyn 5UTR inh	HSP90 refold inh	IEC-6 tox	HIF activator
CCCCN(CCCC)CCCNC(=O)C1CC(c2ccc(C(F)(F)F)cc2)=NO1 (stereo unspecified)	-4	-5	19	0	.	-4	20	.	.	-1.8
COc1cccc(CNC(=O)CCNS(=O)(=O)c2ccc3c(c2)CC(C)N3C(C)=O)c1 (stereo unspecified)	-3	-7	14	-3	5	12	12	-7	0	0.0
Cc1ccc(C)c(N2CCN(C(=O)CN(C)S(=O)(=O)c3cnc[nH]3)CC2)c1	-9	-4	12	-2	2	4	0	-5	4	-0.1
CC(=O)c1ccc(NC(=O)CC2Nc3cccc4cccc(c34)NC2=O)cc1 (stereo unspecified)	3	3	35	2	-7	5	29	3	-20	-1.4
O=C(O)c1ccccc1C(=O)N(c1ccccc1)c1ccccc1	-8	-10	-1	6	.	7	-6	.	.	-0.4
O=C(c1cc(COc2c(F)cccc2F)on1)N(Cc1ccccc1)CC1CC1	15	6	9	8	-18	-16	-15	0	-5	1.2
O=C(CNCc1ccc(Cl)cc1)N1CCc2ccccc2C1	15	15	10	-1	-23	-2	-2	-2	-3	-0.1
CN(C)S(=O)(=O)c1ccc(Cl)c(NC(=O)COC(=O)CC(NC(N)=O)c2ccc(Cl)cc2)c1 (stereo unspecified)	2	-11	16	-2	1	8	8	0	0	0.1
O=S(=O)(Nc1ccncc1Cl)c1ccccc1	-15	-8	29	-2	-33	5	15	4	0	-0.1
Cc1ccc(S(=O)(=O)N2CCOCC2)cc1NC(=O)Cn1cc(C(F)(F)F)cc(Cl)c1=O	-9	-9	9	-2	-14	9	5	1	-2	0.2
COc1ccc(NC(=O)CSc2ccc(-c3cccs3)nn2)c(OC)c1	-18	-15	14	7	-21	4	21	2	0	-0.9
COC(=O)c1sccc1NC(=S)N1CCCC(C)C1 (stereo unspecified)	18	-3	-13	0	-29	2	15	7	1	-0.4
CCCc1ncc(C(O)c2cccc3ccccc23)n1C (stereo unspecified)	-5	-8	5	-12	11	-3	9	0	4	-0.2
